D2 antag = D2 dopamine receptor (human) antagonism; P14416; hit rate 2% among 340,000; AID 485344; inhibition, % at 10 µM; HEK293 TREx D2 cells, calcium flux, dopamine EC80; in the data active = inhibition above about 30%; note: 0% is about no effect
Target sequence (P14416 whole entry, looked up): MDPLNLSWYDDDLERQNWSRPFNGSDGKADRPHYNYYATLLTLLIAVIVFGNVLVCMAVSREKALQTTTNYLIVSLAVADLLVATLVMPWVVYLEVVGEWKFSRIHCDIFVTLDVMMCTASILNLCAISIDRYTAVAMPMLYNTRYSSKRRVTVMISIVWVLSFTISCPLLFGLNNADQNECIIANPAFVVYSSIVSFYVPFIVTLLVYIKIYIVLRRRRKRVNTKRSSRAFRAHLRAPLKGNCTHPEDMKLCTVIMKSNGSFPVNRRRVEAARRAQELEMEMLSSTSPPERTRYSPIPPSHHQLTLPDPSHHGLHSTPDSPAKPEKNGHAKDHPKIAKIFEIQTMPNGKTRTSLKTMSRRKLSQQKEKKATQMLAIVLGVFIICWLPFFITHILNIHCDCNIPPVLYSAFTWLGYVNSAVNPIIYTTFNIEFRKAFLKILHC
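Calcium mobilization kinetics were recorded at 1 s intervals in tetracycline-induced HEK293 T-REx D2 cells, first for 180 s after compound addition and then 180 s after EC80 dopamine.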
D2 agonist = activates the human D2 dopamine receptor; HEK293 T-REx D2 cells, calcium flux agonist mode; activation, % at 2 µM; hit rate 0.53% among 340,000; AID 485358;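 active = activation over 3 SD above normal in the single-dose calcium agonist read, cut at about 30% in these data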; note: 0% is about no effect
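Agonism scored from kinetic calcium signal (1 read/sec, 180 s) following compound pin transfer, after a 10 s baseline. Cells: HEK293 Trex line expressing inducible D2 receptor coupled to calcium, dye-loaded after overnight culture at 30 C.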
USP1 inh = inhibitors of human USP1/UAF1 deubiquitinase; O94782; hit rate 0.23% among 390,000; Potency, µM (series often up to 57.1 µM), without a hit: at the top dose activity change, negative = inhibition, hits mostly inhibitors; recombinant USP1/UAF1, Ub-Rhodamine cleavage fluorescence; note: potency is the fitted concentration of half-maximal effect; % is set by controls: 0 for no effect and ±100 for the full control effect; nearly all actives have a fitted effect of over 60% in size; inactives centre near -12
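Step one: compound is pinned into 1nM USP1/UAF1 in HEPES pH 7.8 buffer with TCEP. Step two: 15 min room-temperature incubation. Step three: Ub-Rho (150nM final) starts cleavage, tracked by fluorescence over six one-minute reads.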
Pin1 inhibitor = inhibitors of human Pin1. Q13526. Pin1 FP peptide displacement, HiFluor488, 10 min. Potency, µM (highest dose often 115 µM), inactives show at the highest dose activity, negative = inhibition, hits mostly inhibitors. hit rate 0.009% among 390,000. AID 504891; active = well fitted inhibition curve with a large enough effect in the polarisation, with a control signal flat, not every such curve was filed as active; inconclusive = small, poorly fitted or top-dose-only effect, or effect the other way, or a change in a side signal; inactive = no such curve, though single readings can be large or run the other way; the % refers to the polarisation; note: potency is the fitted concentration of half-maximal effect; % is set by controls: 0 for no effect and ±100 for the full control effect
Target sequence (Q13526 whole entry, looked up): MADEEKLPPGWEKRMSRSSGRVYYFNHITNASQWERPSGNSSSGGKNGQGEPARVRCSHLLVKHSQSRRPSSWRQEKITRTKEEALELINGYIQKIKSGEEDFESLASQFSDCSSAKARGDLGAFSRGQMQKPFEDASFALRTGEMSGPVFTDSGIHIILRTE
mIDH1 inhibitor = inhibitors of human mutant IDH1 R132H; O75874; IDH1-R132H enzyme, NADPH consumption, diaphorase/resazurin fluorescence; Potency, µM (highest dose often 76.6 µM), without a hit: at the top dose activity change, negative = inhibition, hits mostly inhibitors; hit rate 0.093% among 390,000; AID 602179; note: potency is the fitted concentration of half-maximal effect; % is set by controls: 0 for no effect and ±100 for the full control effect; nearly all actives have a fitted effect of over 65% in size
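IDH1-R132H (0.5 ug/mL dispensed) in pH 7.5 Tris buffer was preincubated 30 min with compound, then given a substrate mix of 0.016 mM NADPH and 2 mM alpha-KG for 80 min at room temperature; remaining NADPH was read by diaphorase/resazurin fluorescence.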
rTrxR1 inhibitor = blocks rat thioredoxin reductase 1. O89049. recombinant rTrxR1, NADPH fluorescence consumption, selenite substrate. Potency, µM (titrated, usually from 114 µM), for inactives: at the top dose activity change, negative = inhibition, actives largely listed as inhibitors. hit rate 1% among 390,000. AID 588453; note: potency is the fitted concentration of half-maximal effect; % is set by controls: 0 for no effect and ±100 for the full control effect; nearly all actives have a fitted effect of over 65% in size
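Rat TrxR1 (90 nM in the dispensed reagent) was pre-reduced with 400 uM NADPH for 5 min at room temperature, then incubated with compound for 15 min. After 400 uM selenite was added, NADPH fluorescence (Ex 340/Em 450 nm) was followed for 8 min.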
TRHR enhancer = allosteric enhancers of human TRH receptor; P34981; TRHR cells, fluo-8 calcium fluorescence, EC20 TRH enhancement; enhancement, % at 2 µM; hit rate 0.66% among 360,000; in the data active = enhancement above about 30%; note: 0% is about no effect
Target sequence (P34981 whole entry, looked up): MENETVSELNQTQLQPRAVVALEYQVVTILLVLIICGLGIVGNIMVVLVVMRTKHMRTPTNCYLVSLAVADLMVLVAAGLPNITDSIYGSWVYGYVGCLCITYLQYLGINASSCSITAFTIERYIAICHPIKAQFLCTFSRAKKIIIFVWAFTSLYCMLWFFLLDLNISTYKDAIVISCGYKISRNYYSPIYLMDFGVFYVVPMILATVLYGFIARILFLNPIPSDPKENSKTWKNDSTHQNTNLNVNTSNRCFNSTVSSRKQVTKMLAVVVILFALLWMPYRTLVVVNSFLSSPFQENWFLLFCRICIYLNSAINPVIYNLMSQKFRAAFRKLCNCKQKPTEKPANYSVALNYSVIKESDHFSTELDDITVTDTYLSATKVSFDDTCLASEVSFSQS
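Enhancer read-out: after compound pinning and an initial kinetic agonist-mode read, an EC20 of TRH (10 nM final) was injected and fluo-8 calcium signal (Ex 480/Em 530) followed at 1 s/cycle for 100 cycles in TRHR-expressing cells.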
TrxR1 substrate = is turned over as a substrate by rat TrxR1. O89049. purified TrxR1 substrate turnover, NADPH consumption readout. Potency, µM (series often up to 114 µM), without a hit: top-dose activity change, negative = substrate turnover. hit rate 0.01% among 390,000; note: potency is the fitted concentration of half-maximal effect; % is set by controls: 0 for no effect and ±100 for the full control effect; nearly all actives have a fitted effect of over 50% in size
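Rat TrxR1, dispensed at 90 nM, was prereduced with 400 uM NADPH (final) for 5 min at ~22 deg C, then incubated with compound 15 min before 400 uM selenite. A first-read NADPH fluorescence drop versus no-compound background flagged substrates.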
TRHR ag = activates the human TRH receptor; TRHR cells, calcium flux fluo-8, FDSS agonist mode; activation, % at 2 µM; hit rate 0.18% among 360,000; AID 493084; in the data active = activation above about 30%; note: 0% is about no effect
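Agonist-mode FDSS calcium read (Ex 480/Em 530, 1 s cycles) in 1536-well TRHR cells with fluo-8 dye, after 10-cycle baseline and 23 nL compound addition; TRH at EC20 (10 nM final) added afterwards for the enhancer phase.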
* marks the source's active call; other numbers are inactive results; [ ] = another dose, or the depositor's remark. Unless noted, calls come from the whole dose curve; as a rule, active = well fitted inhibition curve with a large enough effect; inconclusive = small, poorly fitted or top-dose-only effect; inactive = no such curve, though single readings can be large or run the other way.

What do the screens show for `CN(C(=O)COC(=O)c1ccc2c(=O)n3c(nc2c1)CCC3)C1CCS(=O)(=O)C1` (stereo not drawn)?
D2 antag: -4; D2 agonist: 0.5; USP1 inh: -4%; Pin1 inhibitor: 3%; mIDH1 inhibitor: 0%; rTrxR1 inhibitor: 4%[57.1 µM]; TRHR enhancer: 3; TrxR1 substrate: 4%[57.1 µM]; TRHR ag: 0.9

Results for Cc1ccc(N(Cc2cccs2)C(=O)C(C)Oc2ccc(Cl)c(C)c2)cc1 (stereo not drawn) ?
D2 agonist: 0.6; USP1 inh: -16%; Pin1 inhibitor: -16%; mIDH1 inhibitor: 14%; rTrxR1 inhibitor: 18%; TRHR enhancer: 1; TrxR1 substrate: -2%; TRHR ag: 1.8

What do the screens show for `Cc1nc(-c2noc(-c3ccc(Cl)cc3)n2)c(C(F)(F)F)o1`?
D2 antag: -24; D2 agonist: 0.7; USP1 inh: 6%; Pin1 inhibitor: -3%; mIDH1 inhibitor: 1%; rTrxR1 inhibitor: 10%[57.1 µM]; TRHR enhancer: 4; TrxR1 substrate: 4%[57.1 µM]; TRHR ag: 0.9

How did COc1ccc2cc3c(N)nn(C(=O)c4ccc(Cl)c([N+](=O)[O-])c4)c3nc2c1 do in these assays?
USP1 inh: -18%; Pin1 inhibitor: 12%; mIDH1 inhibitor: 6%; rTrxR1 inhibitor: -15%; TRHR enhancer: -8; TrxR1 substrate: -8%; TRHR ag: -0.7

Results for O=C(CSc1nnc(NC(=O)c2c(F)cccc2F)s1)NCc1ccccc1 ?
D2 antag: -2; D2 agonist: 0.0; USP1 inh: -9%; Pin1 inhibitor: 0%; mIDH1 inhibitor: -11%; rTrxR1 inhibitor: 10%; TRHR enhancer: 2; TrxR1 substrate: 2%; TRHR ag: 0.3

Results for COCc1cc(C)nc(SCc2ccc([N+](=O)[O-])cc2)c1C#N ?
D2 antag: 9; D2 agonist: 1.4; USP1 inh: -25%; Pin1 inhibitor: 2%; mIDH1 inhibitor: -5%; rTrxR1 inhibitor: 21%; TRHR enhancer: 3; TrxR1 substrate: 3%; TRHR ag: -0.3

Results for Cc1cc(C)nc(NC(N)=S)n1 ?
D2 antag: 4; D2 agonist: 0.4; USP1 inh: -24%; Pin1 inhibitor: 0%; mIDH1 inhibitor: -4%; rTrxR1 inhibitor: -24%; TRHR enhancer: 1; TrxR1 substrate: 9%; TRHR ag: 0.3

How did COc1cccc(COCCN2CCN(S(=O)(=O)c3ccc(C)cc3)CCC2=O)c1 do in these assays?
D2 antag: -4; D2 agonist: 0.9; USP1 inh: -30%; Pin1 inhibitor: -6%; mIDH1 inhibitor: 11%; rTrxR1 inhibitor: 18%; TRHR enhancer: 0; TrxR1 substrate: 6%; TRHR ag: -0.7

What do the screens show for `O=C(CSc1c2c(nc3ccc(Cl)cc13)CCCC2)NCCCN1CCOCC1`?
D2 antag: 12; D2 agonist: 0.2; USP1 inh: -17%; Pin1 inhibitor: -14%; mIDH1 inhibitor: 18%; rTrxR1 inhibitor: 10%; TRHR enhancer: -4; TrxR1 substrate: -3%; TRHR ag: 0.2

What do the screens show for `CC1(C)C2CCC(C2)C1(C)NC(=O)CNCC1CCCCC1` (stereo not drawn)?
D2 antag: 8; D2 agonist: 6.7; USP1 inh: -31%; Pin1 inhibitor: inconclusive; mIDH1 inhibitor: -3%; rTrxR1 inhibitor: -3%; TRHR enhancer: 7; TrxR1 substrate: -4%; TRHR ag: 1.5

What do the screens show for `Cc1ccc(-c2cc(C)nc3nc(N)nn23)cc1`?
D2 antag: -5; D2 agonist: 0.1; USP1 inh: -4%; Pin1 inhibitor: -1%; mIDH1 inhibitor: -3%; rTrxR1 inhibitor: 43%[activator]; TRHR enhancer: 0; TrxR1 substrate: 193%[activator]; TRHR ag: -0.8

What do the screens show for `Cc1ccccc1OCCn1c(=S)[nH]c2c(N)ncnc21`?
D2 antag: 9; D2 agonist: -0.1; USP1 inh: -23%; Pin1 inhibitor: 0%; mIDH1 inhibitor: -3%; rTrxR1 inhibitor: -7%; TRHR enhancer: 0; TrxR1 substrate: 0%; TRHR ag: -1.0

Results for Cc1ccc2c(=O)cc(C(=O)Nc3c(C)n(C)n(-c4ccccc4)c3=O)oc2c1 ?
D2 agonist: -0.5; USP1 inh: 3%; Pin1 inhibitor: inconclusive; mIDH1 inhibitor: -1%; rTrxR1 inhibitor: -6%; TRHR enhancer: 4; TrxR1 substrate: -3%; TRHR ag: 0.3

Results for Cc1ccc(NC(=O)N2CCC(NC(=O)c3ccccc3C)CC2)cc1 ?
D2 antag: 12; D2 agonist: 0.7; USP1 inh: -16%; Pin1 inhibitor: -1%; mIDH1 inhibitor: -1%; rTrxR1 inhibitor: 10%; TRHR enhancer: 8; TrxR1 substrate: 4%; TRHR ag: 0.1

Results for C=CCN1C(=O)C(Cc2ccccc2Cl)SC1=Nc1ccc(C(=O)O)cc1 (stereo not drawn) ?
D2 antag: -11; D2 agonist: 1.1; USP1 inh: -10%; Pin1 inhibitor: -4%; mIDH1 inhibitor: -3%; rTrxR1 inhibitor: 27%; TRHR enhancer: -1; TrxR1 substrate: 1%; TRHR ag: 0.1

Results for COC(C(=O)N/N=C(\C)CC(=O)Nc1ccc(N(C)C)cc1)c1ccccc1 (stereo not drawn) ?
D2 antag: -7; D2 agonist: 0.2; USP1 inh: -14%; Pin1 inhibitor: -5%; mIDH1 inhibitor: 5%; rTrxR1 inhibitor: -17%; TRHR enhancer: 8; TrxR1 substrate: -7%; TRHR ag: -1.3

Results for CCOC(=O)c1ccc(N2C(=O)c3n[nH]c(-c4ccco4)c3C2c2ccc(F)cc2)cc1 (stereo not drawn) ?
D2 agonist: 1.1; USP1 inh: -19%; Pin1 inhibitor: 58%[activator]; mIDH1 inhibitor: -22%; rTrxR1 inhibitor: inconclusive; TRHR enhancer: 7; TrxR1 substrate: -11%; TRHR ag: 4.6

What do the screens show for `O=c1[nH]c(/C(Cl)=C/c2c(F)cccc2Cl)nc2cc(Cl)ccc12`?
D2 antag: -3; D2 agonist: -0.8; USP1 inh: -6%; Pin1 inhibitor: 4%; mIDH1 inhibitor: 4%; rTrxR1 inhibitor: 19%[57.1 µM]; TRHR enhancer: 5; TrxR1 substrate: 12%; TRHR ag: -1.0

Results for CCOc1ccccc1NC(=O)c1c(C)cc(C)nc1SCC(=O)c1cccc(OC)c1 ?
USP1 inh: -16%; Pin1 inhibitor: 3%; mIDH1 inhibitor: -1%; rTrxR1 inhibitor: 15%; TRHR enhancer: -6; TrxR1 substrate: -5%; TRHR ag: -0.3

What do the screens show for `CCOC(=O)C1CCN(CC(=O)c2c(C)[nH]c3cc(C)ccc23)CC1`?
D2 antag: 1; D2 agonist: -0.3; USP1 inh: -12%; Pin1 inhibitor: 3%; mIDH1 inhibitor: 9%; rTrxR1 inhibitor: 10%[57.1 µM]; TRHR enhancer: -7; TrxR1 substrate: 3%; TRHR ag: 1.0

How did Cc1ccccc1NC(=O)Cn1c(=O)n(CCc2ccccc2)c(=O)c2ccccc21 do in these assays?
D2 agonist: -0.4; USP1 inh: inconclusive; Pin1 inhibitor: 25%; mIDH1 inhibitor: -3%; rTrxR1 inhibitor: 14%; TRHR enhancer: 11; TrxR1 substrate: 3%; TRHR ag: -0.6

Results for CCCCNc1nc2ccccc2n1CC(=O)Nc1c(C)cccc1CC ?
D2 antag: -5; D2 agonist: 0.6; USP1 inh: -15%; Pin1 inhibitor: -3%; mIDH1 inhibitor: 1%; rTrxR1 inhibitor: 10%[0.457 µM]; TRHR enhancer: -7; TrxR1 substrate: -7%; TRHR ag: 0.4

Results for CC1CCC(Nc2ncnc3onc(-c4ccc(F)cc4)c23)CC1 (stereo not drawn) ?
D2 agonist: -0.9; USP1 inh: -13%; Pin1 inhibitor: -2%; mIDH1 inhibitor: 16%; rTrxR1 inhibitor: 2%; TRHR enhancer: 13; TrxR1 substrate: -2%; TRHR ag: -0.5

What do the screens show for `Cc1ccc(-n2nc3c(=O)n(CCCC(=O)NC(C)c4ccccc4)nc(C)c3c2C)cc1` (stereo not drawn)?
D2 agonist: -1.7; USP1 inh: -2%; Pin1 inhibitor: 3%; mIDH1 inhibitor: -2%; rTrxR1 inhibitor: 22%; TRHR enhancer: 5; TrxR1 substrate: 4%; TRHR ag: -0.7

Results for CCCCNC(=O)N(CC)c1c(N)n(Cc2ccccc2)c(=O)[nH]c1=O ?
D2 antag: 3; D2 agonist: 0.4; USP1 inh: 5%; Pin1 inhibitor: 2%; mIDH1 inhibitor: 2%; rTrxR1 inhibitor: 6%[57.1 µM]; TRHR enhancer: 2; TrxR1 substrate: 1%[57.1 µM]; TRHR ag: 0.9

Not all compounds are listed, so the mix of outcomes need not match the whole.
